Screening results as filed in PubChem.
p53ts 39C tox – p53ts cell cytotoxicity, nonpermissive temperature; hit rate 1.5% among 130,000; Potency, µM (top dose mostly 46.1 µM), without a hit: at the highest dose activity change, negative = cell killing, most hits filed as cytotoxic; H1299-p53A138V viability at 39C, ATP luminescence, 24 h; further: nearly all actives have a fitted effect of over 55% in size
Imprint erasure – genomic imprint erasure induction; Potency, µM (highest dose often 60.7 µM), inactives show at the top dose activity change, positive = activation, hits mostly activators; hit rate 0.02% among 110,000; mouse ES Peg3-LacZ reporter, beta-gal luminescence, 40 h;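 further: 0% = negative control wells on the plate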
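Imprint erasure is scored as LacZ activity from the silenced maternal Peg3 allele in feeder-free female ES cells cultured 40 h with LIF. Luminescence is normalized to in-plate negative controls and fitted to the Hill equation.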
p53ts 32C kill – p53ts cell cytotoxicity, permissive temperature; hit rate 0.93% among 130,000; H1299-p53A138V at 32C, ATP luminescence viability, 24 h; Potency, µM (titrated, usually from 46.1 µM), without a hit: at the top dose activity change, negative = cytotoxicity, most hits filed as cytotoxic;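 further: 0% = DMSO and -100% = full killing by reference compound; nearly all actives have a fitted effect of over 55% in size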
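ATP-content luminescence (ATPlite) read-out after 24 h compound exposure at 32C in H1299-p53A138V cells (600/well). Tested up to 46 uM. Normalized to DMSO (0%) and 100 uM tamoxifen (100% killing); Hill-fit AC50.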
IkB sig inh – IkB pathway inhibition in ABC-DLBCL cells. Potency, µM (titrated, usually from 57.1 µM), inactives show top-dose IkBa stabilization activation. ABC-DLBCL IkBa-CBG/CBR dual luciferase ratio, 4 h; response scale: scaled: untreated 0%, proteasome inhibitor 100%. hit rate 0.04% among 110,000; active means well fitted curve in the direction sought with a large enough effect in the signal ratio, not every such curve was filed as active; inconclusive means small, poorly fitted or top-dose-only effect, or a change in a side signal; the % refers to the signal ratio;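 further: the direction sought is a rising ratio; 0% = basal untreated cells and 100% = reference inhibitor full response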
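Luminescence ratio of IκBα-fused green versus native red beetle luciferase in OCI-Ly3 cells, 4 h post-doxycycline with compound; red signal alone, scaled from basal (0%) to zero light (-100%), flagged nonspecific or cytotoxic effects.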
* = called active by the depositor; ? = inconclusive; . = no result given; [ ] = remark or other dose. Unless noted, the call rests on the fitted dose curve; in most records, active means well fitted curve in the direction sought with a large enough effect; inconclusive means small, poorly fitted or top-dose-only effect, or another doubt; inactive means no such curve, though single readings can be large; an effect the other way counts as inactive or inconclusive. Unless noted, on the % scale 0 is the no-effect control and ±100 the full control effect; potency means the concentration at half of the fitted maximal effect.

Start of the data: the first four entries, to show the layout:
Compound	p53ts 39C tox	Imprint erasure	p53ts 32C kill	IkB sig inh
Cc1nc(Nc2nc(-c3ccccc3)cc(=O)[nH]2)nc2ccccc12	-22.8%	-24.4%	-17.0%	?
O=C(CSc1nnc(Cc2ccc3c(c2)OCO3)n1C1CCCCC1)NC1CCCC1	3.3%	.	0.4%	.
O=C(Cn1ncn2nc(-c3cccs3)cc2c1=O)NCc1cccc(Br)c1	-11.4%	-8.5%[10.9 µM]	-4.4%	-0.2%
CCOC(=O)Cn1c(=O)oc2cc(S(=O)(=O)N3CCc4ccccc43)ccc21	-2.1%	-19.4%	5.3%	7.1%

All compounds of this part, from the start:
Compound	p53ts 39C tox	Imprint erasure	p53ts 32C kill	IkB sig inh
Cc1nc(Nc2nc(-c3ccccc3)cc(=O)[nH]2)nc2ccccc12	-22.8%	-24.4%	-17.0%	?
O=C(CSc1nnc(Cc2ccc3c(c2)OCO3)n1C1CCCCC1)NC1CCCC1	3.3%	.	0.4%	.
O=C(Cn1ncn2nc(-c3cccs3)cc2c1=O)NCc1cccc(Br)c1	-11.4%	-8.5%[10.9 µM]	-4.4%	-0.2%
CCOC(=O)Cn1c(=O)oc2cc(S(=O)(=O)N3CCc4ccccc43)ccc21	-2.1%	-19.4%	5.3%	7.1%
Cc1ccn2c(NC(=O)c3cccc(Cl)c3)c(-c3ccccc3)nc2c1	-22.0%	-3.5%[10.9 µM]	-12.8%	6.3%
COCCNC(=O)C(C)N1c2cccc3cccc(c23)S1(=O)=O (configuration not stated)	5.7%	.	-2.0%	.
CCc1cnc2c(c1SCC(=O)c1ccc(Cl)cc1)c(=O)n(C)c(=O)n2C	-2.7%	-5.9%[10.9 µM]	-10.0%	?
Nc1nncn1C(=O)c1cc(Br)ccc1Cl	10.4%	-6.8%	7.5%	2.2%
CC(=O)Nc1nonc1-c1nnc(SCC(=O)Nc2cccc(C)c2C)n1-c1ccccc1	19.2%	8.9%[10.9 µM]	-1.1%	?
CC(C)C(=O)Nc1cc2c(cc1C(=O)c1ccccc1)OCCO2	-7.6%	-5.3%	7.6%	0.8%
CN1CCN(c2ncc3nc(-c4ccc(Cl)cc4)c(=O)n(C)c3n2)CC1	-10.0%	-15.9%	-11.7%	-5.8%[11.4 µM]
Cc1cc(C)n(CC(=O)O)n1	-7.3%	-4.3%	-5.0%	0.4%
CCn1c(SCC(=O)Nc2ccc(S(=O)(=O)Nc3ccccn3)cc2)nnc1-c1ccncc1	7.6%	-6.4%	2.3%	0.4%
Cc1onc(-c2ccccc2Cl)c1C(=O)Nc1c(C)n(C)n(-c2ccccc2)c1=O	12.6%	-0.8%	10.8%	4.2%
O=C(Nc1cccnc1)c1cc(-c2cccc(Cl)c2)on1	23.4%	8.0%[10.9 µM]	5.9%	?
Cc1ccn2c(Nc3ccc4c(c3)OCCO4)c(-c3ccc(Cl)s3)nc2c1	-15.1%	-3.4%[10.9 µM]	-2.3%	?
Cc1nc(CCNC(=O)c2ccccc2)cs1	-7.3%	-6.8%	-23.9%	-1.5%
CCCCOc1ccc(C(=O)NCCS(=O)(=O)N2CCN(c3ccccc3OC)CC2)cc1	-20.8%	-12.3%[10.9 µM]	3.5%	?
COc1ccc(-c2ccnc(SCC(=O)N3CCOCC3)n2)cc1	-8.0%	-7.9%	0.4%	-2.0%
O=C(CN(C(=O)c1ccc2c(c1)OCCO2)c1ccccc1)NCC1CCCO1 (configuration not stated)	8.6%	.	-3.6%	0.4%
CC(=O)c1c(N2CCN(C(=O)C3CCCO3)CC2)nc(=S)n(-c2ccccc2)c1C (configuration not stated)	1.7%	-1.6%	2.7%	-0.5%
O=C(CN1CCN(c2ccccn2)CC1)Nc1ccc(OCc2ccccc2)cc1	4.9%	-23.4%	0.1%	0.0%
CC(=O)NCCNc1nc(-c2cccc(C#N)c2)nc2ccccc12	-10.9%	-7.4%	8.0%	-0.8%[11.4 µM]
CCCNS(=O)(=O)c1ccc(CCC(=O)NCc2ccco2)cc1	10.9%	-13.9%	14.6%	9.3%
Nc1nc2c(nc(Br)n2[C@@H]2O[C@H]3COP(=O)(O)O[C@H]3[C@@H]2O)c(=O)[nH]1	-9.3%	-1.5%	-5.0%	0.1%
O=C(Nc1ccccc1C(=O)N1CCOCC1)c1cccc(S(=O)(=O)N2CCCC2)c1	-1.6%	-22.8%	-1.8%	-1.1%
COC1Cc2ccccc2N(C(=O)N2CCN(CCO)CC2)c2ccccc21 (configuration not stated)	-1.0%	-14.6%	11.0%	0.4%
COCCNC(=O)CSc1nc2ccccc2nc1Cc1ccc(C)cc1	-7.5%	-6.9%[10.9 µM]	-1.0%	-0.6%
CCC(=O)N1c2ccccc2CC1C(=O)NCCCN1CCN(c2cc(C)ccc2C)CC1 (configuration not stated)	-2.7%	-22.5%[10.9 µM]	-5.3%	-3.5%
O=C(CN1C(=O)C2C3C=CC(C3)C2C1=O)Nc1nc(SCc2ccc(Cl)cc2)n[nH]1 (configuration not stated)	-16.0%	-5.2%	-7.1%	1.3%
O=C(Nc1c(O)c2ccccc2oc1=O)c1cccc(F)c1	-6.9%	19.6%[10.9 µM]	14.8%	-0.6%
COC(=O)C1=C(N)Oc2cc(C)n(CCCn3ccnc3)c(=O)c2C1c1ccc(Cl)cc1 (configuration not stated)	-14.0%	-17.9%	0.8%	0.6%
CCN1CCC(C(=O)NC2CCCC2)(N(Cc2cccs2)C(=O)Cn2nnc3ccccc32)CC1	1.8%	-8.1%	-3.0%	-1.5%
COc1ccc(-c2noc(Cc3cccs3)n2)cc1	-1.9%	0.7%	4.6%	-1.8%
COC(=O)c1sccc1NC(=O)c1ccc(Br)o1	-18.5%	-8.0%	-2.8%	1.5%
CSc1ccc(CCNC(=O)CCc2c(C)nc3ncnn3c2C)cc1	0.4%	28.0%[10.9 µM]	-5.8%	?
Cn1nnc2cc(C(=O)N3CCC(c4ccccc4)C3)ccc21 (configuration not stated)	-6.4%	-20.4%	-3.9%	1.1%
CCOc1ccc(NC(=O)/C=C\C(=O)N(c2ccc(C(C)C)cc2)C(C(=O)NCc2ccco2)c2ccc(F)cc2)cc1 (configuration not stated)	-21.3%	-3.4%[10.9 µM]	16.8%	?
COc1cccc(OC)c1C(=O)Nc1ccc2c(c1)OCCO2	-4.7%	-3.1%	-6.4%	-1.6%
O=C(NCC1CCCO1)c1ccc2c(c1)N(Cc1ccccc1)C(=O)CS2=O (configuration not stated)	4.8%	-8.7%	6.6%	-0.7%
O=C(O)CCc1ccc(-c2ccc(Cl)cc2)n1CC(=O)O	-0.4%	12.7%	-6.0%	2.6%
COc1cc(C(=O)Nc2ccc3c(c2)OCCO3)ccc1OC(F)F	12.6µM*	-75.0%[inhibitor]	15.8µM*	?
CCN(c1cccc(C)c1)S(=O)(=O)c1ccc(-n2cccn2)cc1	?	0.3%[10.9 µM]	1.1%	?
CC(Nc1ccc(-c2nc(-c3cccnc3)no2)cc1[N+](=O)[O-])c1ccccc1 (configuration not stated)	-12.9%	-6.7%[10.9 µM]	4.2%	1.1%
COc1ccc(N2CCN(c3oc(/C=C/c4ccc(F)cc4)nc3C#N)CC2)cc1	-8.8%	3.6%[10.9 µM]	2.0%	1.1%
COc1nc(NCC(C)C)nc(Oc2ccc(OCc3ccccc3)nn2)n1	-0.4%	-5.5%	0.8%	2.2%
CC1=CC(c2ccc(Cl)cc2)n2nc(N3C(=O)CCC3=O)nc2N1 (configuration not stated)	0.5%	.	15.8%	.
Cc1cc(C)n(-c2ccc(C(=O)C(C#N)c3nc4ccccc4n3C)cc2)n1 (configuration not stated)	-8.1%	-20.2%	-10.1%	0.5%
COc1ccc(S(=O)(=O)N2CCCC2)c(C)c1C	1.8%	-4.0%	4.5%	-0.9%
CSc1ccc(CCNS(=O)(=O)c2cc(-c3cc(C)no3)ccc2C)cc1	-24.4%	-9.8%[10.9 µM]	11.0%	?
CN(C(=O)c1cc2n(n1)C(C(F)(F)F)CC(c1ccco1)N2)c1ccccc1 (configuration not stated)	-2.8%	0.6%	3.6%	0.4%
CC1(C)CC(=O)C=C(Nc2ccc(F)cc2F)C1	-0.9%	0.7%	-5.4%	0.0%
C=CCn1c(N)c(C(=O)NCCC2=CCCCC2)sc1=S	-22.2%	-30.5%[inhibitor]	-7.3%	-0.8%
COCCNC(=O)c1cc(-c2cccc(OC)c2)on1	?	-58.2%[inhibitor]	?	?
CCn1c(SCC(=O)Nc2nccs2)nnc1-c1cc2cccc(OC)c2o1	-0.8%	.	-0.1%	4.7%
CC1=CC(C)(C)N(C(=O)c2ccc(F)cc2)c2cc3c(cc21)OCO3	7.6%	-15.9%	18.2%	7.6%
CC(=O)c1ccc(CCCC(=O)O)cc1	3.7%	-0.3%	-3.3%	-2.1%
CCOc1ccc(N2CCCCn3c2nc2c3c(=O)[nH]c(=O)n2C)cc1	4.9%	.	-2.7%	-0.5%
COc1cccc(CNC(=O)Cn2cc3c(n2)CCCC3)c1	7.8%	0.6%	-2.1%	1.2%
CCc1cc(C(=O)Nc2sc(C)c(CC)c2C#N)no1	-17.1%	-12.0%[10.9 µM]	-5.5%	-0.2%

Given with values under each structure: 2 of the compounds above
Under each structure: p53ts 39C tox | Imprint erasure | p53ts 32C kill | IkB sig inh
> O=C(NCC1CCCO1)c1ccc2c(c1)N(Cc1ccccc1)C(=O)CS2=O (configuration not stated)
→ 4.8% | -8.7% | 6.6% | -0.7%
> O=C(O)CCc1ccc(-c2ccc(Cl)cc2)n1CC(=O)O
→ -0.4% | 12.7% | -6.0% | 2.6%

As entered above:
CCN(c1cccc(C)c1)S(=O)(=O)c1ccc(-n2cccn2)cc1 in p53ts 32C kill is entered as 1.1%
CCOc1ccc(NC(=O)/C=C\C(=O)N(c2ccc(C(C)C)cc2)C(C(=O)NCc2ccco2)c2ccc(F)cc2)cc1 (configuration not stated) in Imprint erasure is entered as -3.4%[10.9 µM]

The list goes on.
Compound	p53ts 39C tox	Imprint erasure	p53ts 32C kill	IkB sig inh
Cc1cc(-c2nsc(=O)o2)c(S(C)(=O)=O)s1	3.4%	-12.7%	19.6%	0.4%
CCN(CC)C(=O)c1n[nH]c(=O)c2ccccc12	3.9%	-0.8%	-7.8%	-1.7%
Cc1c2cnn(-c3ccccc3)c(=O)c2c(C)n1C(C)C(=O)Nc1ccc(Br)cc1F (configuration not stated)	6.9%	-5.6%[10.9 µM]	6.5%	3.0%
CCOC(=O)N1CCN(C(=O)CNS(=O)(=O)c2cccs2)CC1	-8.4%	-6.0%	3.9%	2.0%
CCCn1c(NCc2cccs2)nc2ccccc21	-1.2%	-18.1%	-3.2%	-0.1%
CCOc1ccc(NC(=O)N(C)CCc2c(C)nn(C)c2C)cc1	-20.7%	-11.6%[10.9 µM]	-3.0%	-1.0%
O=C(CCN1CCN(c2ccccc2)CC1)Nc1ccc2c(c1)OCO2	1.0%	.	-3.4%	.
Cc1ccc2c(c1)C1(C(=O)N2C)N2CC3(C)CN1CC(C)(C2)C3=O (configuration not stated)	4.6%	-1.9%	13.6%	-1.7%
C=CCn1c(N)c(C(=O)NCc2ccco2)sc1=S	-10.6%	-1.8%	-12.2%	-0.3%
COc1ccc(CNCC(O)COCc2cccs2)cc1 (configuration not stated)	-2.2%	-39.1%[inhibitor]	0.9%	-0.3%
NC[C@@]12CCCC1C1CCC2C1 (some centres not stated)	2.4%	3.0%	-1.1%	-0.2%
O=C(NC1CC1)c1ccc(CSCc2cccc(F)c2)o1	-3.5%	-16.4%	-7.6%	1.0%
CCCCCOC(=O)CSc1nc2sc3c(c2c(=O)n1Cc1ccccc1)CC(C)(C)OC3	-0.1%	13.7%[10.9 µM]	4.2%	0.3%
O=C(Nc1ccc(-c2nnc(-c3ccccc3)o2)cc1)c1ccc(Br)o1	-10.8%	-17.7%	-6.4%	-4.1%
COc1ccc(N(CC(=O)NC(C)(C)C)S(=O)(=O)c2ccccc2)cc1OC	7.3%	-0.7%	1.9%	1.0%
CCc1nnc(NC(=O)c2ccc(COc3ccccc3)o2)s1	7.5%	.	0.5%	0.6%
